# Screening data from PubChem BioAssay.
# Bim-Bcl-B: human Bim-Bcl-B interaction inhibition; Q9HD36; bead-based flow cytometry, Bim peptide-Bcl-B binding; inhibition, % at 10 µM; 190,000 tested, 0.073% active; AID 951;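 also: 0% = tracer peptide without compound and 100% = reference inhibitor peptide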
# Target sequence (Q9HD36 whole entry, looked up): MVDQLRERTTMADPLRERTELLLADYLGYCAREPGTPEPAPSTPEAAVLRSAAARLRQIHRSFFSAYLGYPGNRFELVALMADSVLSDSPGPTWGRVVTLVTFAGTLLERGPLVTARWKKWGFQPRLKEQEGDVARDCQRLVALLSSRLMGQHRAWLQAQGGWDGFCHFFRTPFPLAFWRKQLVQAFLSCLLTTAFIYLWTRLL
# Bim-Bcl-XL: inhibitors of Bim-Bcl-XL interaction, human; inhibition, % at 10 µM; 190,000 tested, 0.04% active; Q07817; Bim peptide-Bcl-XL binding, bead flow cytometry, fluorescence
# Target sequence (Q07817 whole entry, looked up): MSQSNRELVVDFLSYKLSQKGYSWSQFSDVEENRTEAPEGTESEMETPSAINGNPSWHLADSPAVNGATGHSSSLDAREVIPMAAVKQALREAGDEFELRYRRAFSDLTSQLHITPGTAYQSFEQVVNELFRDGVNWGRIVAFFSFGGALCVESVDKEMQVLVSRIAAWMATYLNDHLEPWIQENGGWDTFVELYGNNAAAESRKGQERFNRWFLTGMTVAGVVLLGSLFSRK
# Rac1 wt modul: alters GTP binding to wildtype human Rac1; 190,000 tested, 0.27% active; GST-Rac1 beads, fluorescent GTP binding, flow cytometry; actives lie on both sides; 0 = cold GTP competed, 100 = untreated; AID 757; P63000; GTP binding activity (% of control), % at 10 µM;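 active = GTP binding activity at least 20 points away from the 100% control level, either lower or higher; inconclusive = compound flagged as likely green fluorescent, judged across all proteins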
# Bcl-W Bim block: inhibitors of Bim-Bcl-W interaction, human; 190,000 tested, 0.02% active; Q92843; inhibition, % at 10 µM; AID 952; bead-based flow cytometry, Bim peptide-Bcl-W binding;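 also: 0% = bound tracer without compound and 100% = peptide blocker; higher means less fluorescent Bim peptide bound to Bcl-W beads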
# Target sequence (Q92843 whole entry, looked up): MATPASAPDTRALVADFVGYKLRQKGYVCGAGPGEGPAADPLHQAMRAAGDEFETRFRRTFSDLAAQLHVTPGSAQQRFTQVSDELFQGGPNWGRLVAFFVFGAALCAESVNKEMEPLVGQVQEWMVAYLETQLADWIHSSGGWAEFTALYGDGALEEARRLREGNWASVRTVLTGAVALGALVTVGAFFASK
# Bim-Bfl-1: disrupts Bim binding to human Bfl-1; 190,000 tested, 0.12% active; AID 1008; inhibition, % at 10 µM; Bead-based flow cytometry, Bim-Bfl-1 binding inhibition;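 also: 0% = wells without compound plus tracer and 100% = blocker peptide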
# Bcl-2 Bim block: disrupts Bim peptide binding to human Bcl-2; Bead-based flow cytometry, Bim peptide-Bcl-2 binding; inhibition, % at 10 µM; 190,000 tested, 0.06% active; in the data active = inhibition above about 40%; inconclusive = no clear call, values can overlap the other calls;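 also: 0% = no compound wells with probe peptide and 100% = reference peptide inhibitor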
# Target sequence (P10415 whole entry, looked up): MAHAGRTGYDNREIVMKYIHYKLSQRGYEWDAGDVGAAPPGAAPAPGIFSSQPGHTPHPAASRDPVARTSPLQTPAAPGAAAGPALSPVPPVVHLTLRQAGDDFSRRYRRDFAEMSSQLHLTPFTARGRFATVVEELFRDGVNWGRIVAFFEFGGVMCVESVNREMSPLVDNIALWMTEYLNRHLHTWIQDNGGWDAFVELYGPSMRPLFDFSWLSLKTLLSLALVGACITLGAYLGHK
# Rab7 wt GTP bind: modulators of GTP binding to dog Rab7 wildtype GTPase. 190,000 tested, 0.055% active. GST-Rab7 beads, fluorescent GTP binding, flow cytometry; actives lie on both sides; untreated = 100%, excess cold GTP = 0%. GTP binding activity (percent of control), % at 10 µM;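 active = fluorescent GTP binding to Rab7 beads changed by at least 20 points from the 100% baseline, either direction, mostly lower; inconclusive = compound itself probably fluorescent, or too few beads counted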;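 also: median green fluorescence of bound Bodipy-FL-GTP per Rab7 bead population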
# Cdc42 wt: modulators (inhibitors or activators) of GTP binding to human Cdc42 wildtype; GST-Cdc42 beads, Bodipy-GTP binding, flow cytometry; actives lie on both sides; percent activity (GTP binding), % at 10 µM; 190,000 tested, 0.2% active;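 active = percent activity GTP binding at least 20 points away from the 100% baseline, either down as inhibitor or up as activator; inconclusive = compound flagged as likely green fluorescent from well-wide comparison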;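 also: median bead fluorescence of bound Bodipy-FL-GTP at 100 nM; 0% = excess unlabeled GTP control and 100% = no compound control; below 100% means less GTP binding so inhibitor and above means activator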
# Rab2 wt GTP: changes GTP binding to wildtype dog Rab2A, up or down | P61105 | 190,000 tested, 0.19% active | GTP binding activity, % at 10 µM | GST-Rab2 wt beads, Bodipy-GTP binding, flow cytometry;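 active = GTP binding activity at least 20 points away from 100%, either lowered or raised; inconclusive = signal likely due to the compound's own green fluorescence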;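 also: 0% = beads with excess unlabeled GTP and 100% = no-compound control corrected for plate trend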
# Rac1 mut GTP: alters GTP binding to activated mutant human Rac1; P63000; AID 764; 190,000 tested, 0.11% active; percent activity (GTP binding), % at 10 µM; GST-Rac1 activated beads, fluorescent GTP binding, flow cytometry; actives lie on both sides; 100% means binding = to untreated wells;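 active = GTP binding at least 20 percentage points away from the 100% baseline, in either direction, so actives lie on both sides; inconclusive = Compound likely fluorescent itself, or too few beads counted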
# HRas wt GTP: human HRas wildtype GTP binding, change in either direction; 190,000 tested, 0.14% active; GTP binding activity, % at 10 µM; P01112; AID 759; GST-Ras wt beads, Bodipy-FL-GTP binding, flow cytometry; actives lie on both sides;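 active = GTP binding activity at least 20% away from the 100% baseline, either lowered as inhibitor or raised as activator; inconclusive = flagged as likely green fluorescent, judged across all proteins in the well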;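 also: 0% = unlabeled GTP competition control and 100% = no-compound control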
# Target sequence (P01112 whole entry, looked up): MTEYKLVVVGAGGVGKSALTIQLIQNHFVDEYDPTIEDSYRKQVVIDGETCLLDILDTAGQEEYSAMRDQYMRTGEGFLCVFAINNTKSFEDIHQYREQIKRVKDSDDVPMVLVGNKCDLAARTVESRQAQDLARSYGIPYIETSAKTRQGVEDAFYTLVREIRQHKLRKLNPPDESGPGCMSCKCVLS
# An asterisk follows results filed as active; ? = inconclusive. Rule as the data show it, unless noted: active = inhibition above about 40%.
# The first two entries, to show the layout:
# Every second line gives: Bim-Bcl-B	Bim-Bcl-XL	Rac1 wt modul	Bcl-W Bim block	Bim-Bfl-1	Bcl-2 Bim block	Rab7 wt GTP bind	Cdc42 wt	Rab2 wt GTP	Rac1 mut GTP	HRas wt GTP
- COc1cccc(C(=O)Nc2cc(-c3cn4cccnc4n3)ccc2C)c1
    -1	0	101	2	-2	6	103	97	101	98	99
- C=CCNc1nc(N2CCOCC2)nc(N2CCOCC2)n1
    2	2	106	2	3	0	99	104	101	100	104

# All compounds of this part, from the first entry:
# Every second line gives: Bim-Bcl-B	Bim-Bcl-XL	Rac1 wt modul	Bcl-W Bim block	Bim-Bfl-1	Bcl-2 Bim block	Rab7 wt GTP bind	Cdc42 wt	Rab2 wt GTP	Rac1 mut GTP	HRas wt GTP
- COc1cccc(C(=O)Nc2cc(-c3cn4cccnc4n3)ccc2C)c1
    -1	0	101	2	-2	6	103	97	101	98	99
- C=CCNc1nc(N2CCOCC2)nc(N2CCOCC2)n1
    2	2	106	2	3	0	99	104	101	100	104
- Cc1noc(C)c1CSc1nc2[nH]ncc2c(=O)n1-c1ccccc1
    -4	0	91	0	-7	-2	103	92	102	97	94
- CCNC(=O)c1ccccc1CCc1ccccc1
    -5	-4	100	-2	-5	-1	100	98	101	97	98
- Cc1ccc(S(=O)(=O)NC(CC(=O)NCC2CCCO2)c2ccco2)cc1 (stereo not given)
    -6	-4	107	3	-9	-5	105	103	106	101	103
- CCC1=NN2C(=N)/C(=C\c3cccn3-c3c(C)cccc3C)C(=O)N=C2S1
    1	4	?	1	-3	0	?	?	?	?	?
- O=C(NCCN1CCOCC1)c1ccc2c(c1)N(Cc1ccccc1F)C(=O)c1ccccc1S2
    -1	0	100	-2	-6	-4	107	98	101	93	99
- COc1ccc(/C(O)=C2/C(=O)C(=O)N(CC3CCCO3)C2c2cccc(OC)c2)cc1 (stereo not given)
    -10	-4	104	0	-18	-13	100	100	100	97	99
- O=C(Oc1cccc(Nc2ncnc3ccccc23)c1)c1ccccc1Cl
    -10	-3	104	1	-13	-10	102	103	99	101	102
- CCc1nnc(NC(=O)c2ccc(S(=O)(=O)N3CCN(Cc4ccccc4)CC3)cc2)s1
    -3	-5	97	-3	-3	0	100	99	102	95	101
- Cc1cccc(N=C2CSC(=O)N2)c1
    -7	-12	97	-8	-4	-5	103	95	99	96	100
- O=C(Nc1nc2c(cc3c4c(cccc42)CC3)s1)c1ccccc1Cl
    2	0	102	0	2	-2	100	100	99	99	99
- Cc1ccc(/C=C2\C(=O)ON=C2c2ccccc2)o1
    -1	-3	101	-4	-2	-2	102	94	96	94	98
- COc1cc(S(=O)(=O)NCCN2CCOCC2)c(OC)cc1Cl
    -6	-8	107	1	-11	-9	101	104	101	97	103
- CCOC(=O)N1CCN(C(=O)c2ccc(S(=O)(=O)c3ccc(C)cc3)c(NC(C)=O)c2)CC1
    -6	-7	108	0	-10	-10	106	106	107	103	102
- O=C(Nc1ccc2c(c1)nc1n2CCN(C2CCCCC2)C1)NC1CCCCC1
    -4	-5	100	3	-7	-3	103	98	101	97	97
- CCOC(=O)c1sc2nc(N3CCCC3)c3c(c2c1N)CC(C)(C)OC3
    -4	0	100	0	-2	1	99	100	100	99	101
- O=C1C(=O)N(CC(=O)N2CCCC2)c2ccccc21
    -2	1	105	4	-5	-2	101	101	100	98	99
- O=C(Cc1ccc(Br)cc1)Nc1ccccc1Cl
    -3	-4	104	-4	0	1	107	103	102	101	102
- Cc1cc(Nc2ccccc2)nc(-c2ccccc2O)n1
    -7	-2	91	3	-7	-5	98	91	92	91	94
- CCOC(=O)c1c(NC(=O)C2COc3ccccc3O2)sc2c1CCN(Cc1ccccc1)C2 (stereo not given)
    -6	-7	100	-5	-16	-4	100	98	97	97	97
- Cc1cc(C)n2nc(C(=O)N3CCN(c4ccc([N+](=O)[O-])cc4)CC3)nc2n1
    -8	-1	96	-3	-3	-1	94	97	96	96	95
- Cn1c2c(c(=O)n(C)c1=O)C(CC(=O)Nc1ccccc1)C(=O)N2 (stereo not given)
    -2	2	103	-4	0	-1	97	103	102	100	101
- Cc1oc2c(C)c(O)ccc2c(=O)c1N1C(=O)c2ccccc2C1=O
    -6	-2	104	-2	-1	4	97	102	98	100	101
- Cc1ccc(OCc2nc(C#N)c(NCc3ccco3)o2)cc1
    -8	0	96	0	-12	-12	99	98	99	95	98
- O=C(Cn1ccsc1=NC(=O)C(F)(F)F)c1ccccc1
    -5	-2	95	-5	-4	-3	99	94	96	96	98
- COC(=O)C1=C(N)OC2=C(C(=O)CCC2)C1c1cccs1 (stereo not given)
    -8	-7	95	-2	-10	-5	97	96	96	94	96
- COc1cccc(C2N(c3ccc(Cl)cc3)C(=O)C3CCCN32)c1 (stereo not given)
    -7	-7	103	-5	-4	-3	101	103	102	99	102
- COc1ccc(S(=O)(=O)NC(C)C)cc1-n1cnnn1
    3	0	89	0	9	3	99	93	96	94	96
- COc1ccc(CCC(=O)N/N=C\c2cccs2)cc1
    -5	-5	101	-5	-5	-3	106	100	100	98	101
- CCC(C)NCCOCCOc1ccc(Cl)c(C)c1C (stereo not given)
    -7	-8	105	-4	-2	-4	99	103	99	100	101
- O=C(CCN1CCCCC1)NNC(=O)C12CC3CC(CC(C3)C1)C2
    -4	-1	99	0	-7	-5	95	97	96	98	97
- CC(C)=CCN1CCN(CCCn2cccn2)CC1CCO (stereo not given)
    -4	-2	98	0	-8	-4	95	95	97	98	97
- O=C(NC1=NCCS1)c1ccc(OCC2CCCO2)cc1 (stereo not given)
    -7	-4	103	1	-12	-6	100	100	100	100	101
- O=C1C(c2ccc(F)cc2)N(Cc2ccc3c(c2)OCO3)C(=O)CN1C1CCCC1 (stereo not given)
    1	0	97	1	0	3	101	97	97	96	98
- COc1cc(OC)nc(NC2OC(=O)c3ccccc32)n1 (stereo not given)
    4	0	103	-1	0	0	97	103	101	99	98
- COc1ccc(N2C(=O)CSC2c2cccs2)cc1 (stereo not given)
    -3	-7	103	-3	0	-3	97	100	101	97	97
- COc1ccc(OCCCC(=O)N2CCCc3ccccc32)cc1
    -8	0	101	2	-7	-3	98	101	99	98	101
- O=C(NCc1ccc(N2CCCC2=O)cc1)c1cccc(Cl)c1
    -1	0	97	1	-6	-5	99	94	96	98	93
- Cc1nc(N2CCN(S(=O)(=O)c3cccc4nonc34)CC2)c2c3c(sc2n1)CCCC3
    -9	-11	105	-6	-23	-8	97	101	99	99	102
- CC(C)[C@H](NC(=O)c1ccccc1)C(=O)OCC(=O)N1CC2(C)CC1CC(C)(C)C2 (stereo not given in full)
    -5	-2	105	-3	-2	-4	98	103	97	101	100
- CC(C)(C)c1ccc(C(=O)c2c[nH]c(C(=O)O)c2)cc1
    -5	-5	98	-5	-9	-1	93	92	90	94	95
- COc1ccc2[nH]c(=O)cc(C(=O)O)c2c1
    3	0	91	-1	2	0	96	89	94	89	92
- O=C(c1cccc(C(F)(F)F)c1)N1CCCC1
    -7	8	104	1	-11	-3	101	99	97	98	99
- COCC(C)n1c(C)cc(C(=O)COC(=O)c2ccc3c(c2)NC(=O)CS3)c1C (stereo not given)
    -2	-1	107	0	4	0	102	105	101	103	103
- COc1ccc(N2CCN(c3ccc(NC(=O)c4ccc5c(c4)OCO5)cc3C#N)CC2)cc1
    -7	-10	101	-2	-12	-7	102	102	101	97	102
- CN1CCc2c(sc3c2C(=O)NC(c2cn(Cc4ccccc4)c4ccccc24)N3)C1 (stereo not given)
    -18	-2	111	-2	2	2	103	108	110	112	109
- CCSc1nnc(NC(=O)Cc2ccccc2OC)s1
    -3	-3	101	0	-2	-1	100	104	103	100	102
- O=C(Cc1ccccc1)NNS(=O)(=O)c1ccc(F)cc1
    -6	-1	102	-4	-7	-4	95	96	98	97	96
- CC/C(O)=C1\C(=O)CCCC1=NCCc1nc2ccccc2[nH]1
    2	0	96	0	-4	-2	90	93	94	94	95
- O=C(NC1CCCCC1)C(c1ccc(F)cc1)N(Cc1ccccc1)C(=O)CN1C(=O)c2ccccc2S1(=O)=O (stereo not given)
    -4	-3	102	0	-3	-1	101	101	98	98	98
- CCOc1ccc(NC(=O)CSc2nc(N)c(-c3ccccc3)c(=O)[nH]2)cc1
    1	-1	96	2	-4	0	105	95	97	95	98
- CCc1cccc(NS(=O)(=O)c2ccc3c(c2)CCC(=O)N3)c1
    -4	-1	100	1	-1	-1	103	97	98	97	98
- Cc1cc[n+](C(C)C(=O)c2ccc(-c3ccccc3)cc2)cc1 (stereo not given)
    -7	-7	103	-2	-8	-4	98	99	101	97	101
- COc1ccc(/C=C/c2c([N+](=O)[O-])c(=O)n(C)c(=O)n2C)cc1
    -4	-4	97	-9	-5	0	102	95	96	95	95
- Cc1ccccc1-c1nnc(SCCC(=O)N2CCOCC2)o1
    -3	-4	105	-3	-6	-5	100	103	102	100	99
- Cc1onc(-c2ccccc2Cl)c1C(=O)N(C)C1CCCCC1
    -8	0	98	-1	-14	-5	97	98	98	97	99
- O=C(CSc1nnc(-c2cccnc2)n1-c1ccccc1)Nc1ccccc1
    -1	0	107	-1	-1	0	102	102	101	96	102
- CCOC(=O)c1c(C)[nH]c(C(=O)N2CCN(c3ccc(OC)cc3)CC2)c1C
    -5	-2	98	0	-2	-2	96	100	98	94	100
- O=[N+]([O-])c1ccc(NC(=S)N2CCOCC2)cc1
    -13	0	102	0	2	-1	94	101	99	99	98

# Additional records.
# Every second line gives: Bim-Bcl-B	Bim-Bcl-XL	Rac1 wt modul	Bcl-W Bim block	Bim-Bfl-1	Bcl-2 Bim block	Rab7 wt GTP bind	Cdc42 wt	Rab2 wt GTP	Rac1 mut GTP	HRas wt GTP
- COc1ccc(N(CC(=O)NCCSc2ccccn2)S(C)(=O)=O)cc1Cl
    -1	0	101	2	0	3	102	102	100	97	101
- CC(=O)c1cccc(NC(=O)c2ccco2)c1
    -6	-6	98	0	-14	-11	102	96	98	98	99
- O=C(Nc1cccc2ccccc12)c1onc2c1CCCC2
    -6	3	100	2	-9	-8	92	92	98	97	98
- O=C(NCC(=O)N(Cc1ccccc1)C(C(=O)NC1CCCCC1)c1ccco1)c1ccco1 (stereo not given)
    3	2	104	4	5	3	97	99	95	95	100
- COc1ccc(C(CNC(=O)c2cncc(Br)c2)N(C)C)cc1 (stereo not given)
    -2	0	100	0	-3	0	95	96	97	97	98
- Cc1cc(C(=O)Cn2cnc3cc([N+](=O)[O-])ccc3c2=O)c(C)n1CC1CCCO1 (stereo not given)
    5	1	86	0	-1	-2	99	84	91	90	90
- COc1ccc(OCc2cccc(C(=O)N3CCCC3)c2)cc1
    -14	-11	106	-5	-24	-11	103	104	99	98	102
- COc1ccc(C(=O)NC(=S)Nc2ccc(NC(=O)c3ccco3)cc2)cc1[N+](=O)[O-]
    -7	-7	104	-5	-1	0	104	99	100	99	100
- O=C(Nc1ccc(C(=O)N2CCCC2)cc1)c1ccccc1F
    -1	-1	98	0	-1	-1	97	101	98	97	99
